hcGAS lum – human cGAS inhibition | Q8N884 | recombinant h-cGAS, ATP depletion, Kinase-Glo luminescence | inhibition, % at 12.5 µM | hit rate 0.081% among 290,000 | AID 1259398; in the data active means inhibition above about 40%;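 further: 0% = vehicle reaction and 100% = reaction without DNA for no activity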
Target sequence (Q8N884 whole entry, looked up): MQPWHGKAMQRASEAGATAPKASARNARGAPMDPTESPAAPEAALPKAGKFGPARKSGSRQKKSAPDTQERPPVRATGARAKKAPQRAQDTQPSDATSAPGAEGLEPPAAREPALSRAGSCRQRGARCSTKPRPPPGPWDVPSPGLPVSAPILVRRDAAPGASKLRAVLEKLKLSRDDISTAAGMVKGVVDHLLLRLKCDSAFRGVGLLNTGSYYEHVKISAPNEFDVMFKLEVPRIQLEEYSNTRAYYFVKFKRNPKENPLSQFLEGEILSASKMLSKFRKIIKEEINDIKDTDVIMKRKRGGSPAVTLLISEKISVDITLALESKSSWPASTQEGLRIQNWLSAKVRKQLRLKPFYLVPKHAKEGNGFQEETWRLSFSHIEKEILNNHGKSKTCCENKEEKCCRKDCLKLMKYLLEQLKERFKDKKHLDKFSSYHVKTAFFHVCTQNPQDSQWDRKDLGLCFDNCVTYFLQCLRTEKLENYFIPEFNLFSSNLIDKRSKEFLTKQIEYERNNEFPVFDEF
Numbers without * were called inactive. An excerpt; rates above refer to the full screens.

SMILES	hcGAS lum
Cc1ccc(C(=O)/C=C\Nc2cc(C(C)(C)C)on2)cc1	-4.1
O=S1(=O)N=C(N2CCN(c3ccc(F)cc3)CC2)c2ccccc21	-7.7
COc1ccccc1-n1cc(CN2CCCC(CO)(Cc3ccccc3)C2)cn1 (stereo unspecified)	4.3
Cc1ccccc1N=C1NC(=O)/C(=C\c2ccccc2OCC(=O)N2CCCC2)S1	-2.3
Cc1nccn1-c1ccccc1CNC(=O)[C@@H](O)c1ccccc1	-4.5
Cc1cc(C(F)(F)F)nn1C(=O)c1ccc(Cl)cc1	-4.7
O=C(COC(=O)COc1ccccc1)Nc1ncc(Cl)cc1Cl	-9.5
Cc1cc(=O)oc2cc(CN3CCC(OCc4cccnc4)CC3)ccc12	-1.0
CN(Cc1cc(-c2ccccc2)on1)C(=O)CCC(=O)NC1CCCC1	-1.6
Cc1ccc(-n2c(C)cc(P(=O)(N3CCOCC3)N3CCOCC3)c2C)cc1	-4.3
Cc1nc(C)c(-c2ccc(-n3cccn3)cc2)s1	-4.6
CC(=O)ONc1ccc(C(C)(C)C)cc1Br	-1.4
CN(C)[C@@H]1C(=O)C(C(=O)NCN2CCCC2)C(=O)[C@@]2(O)C(=O)C3=C(O)c4c(O)cccc4[C@@](C)(O)[C@H]3C[C@@H]12 (stereo partly specified)	-1.3
Cc1onc(-c2ccccc2)c1C(=O)N1CCC(CO)(Cc2ccccc2)CC1	1.2
COc1ccccc1CN(Cc1cn[nH]c1-c1ccc(F)cc1)C1CC1	-1.8
C=CCN(Cc1ccccc1OCC)C(=O)c1c(C)nc2ncccn12	-7.6
Cc1ccc2nc(C3CCCN(c4nc(C)nc5c4CCNC5)C3)[nH]c2c1 (stereo unspecified)	0.4
COc1cc(S(=O)(=O)N2CCC(C)CC2)ccc1NC(C)=O	-5.4
CN(C)/C=C(\C(=O)c1ccc(Cl)c(Cl)c1)c1nnnn1-c1ccccc1	6.8
CO/N=C(\C(=O)NC1C(=O)N2C(C(=O)OC(C)OC(C)=O)=C(COC(N)=O)CSC12)c1ccco1 (stereo unspecified)	-3.5
COc1ccc(NC(=O)C2Cc3ccccc3CN2C(=O)c2ccccc2)cn1 (stereo unspecified)	-4.9
O=C(CC1C(=O)NCCN1CCCc1ccccc1)NCCCn1ncc2ccccc21 (stereo unspecified)	-7.2
CCSc1nnc(-c2ccccc2NC(=O)Cc2cccc(F)c2F)c(=O)[nH]1	-3.1
COc1ccc(C)cc1C(=O)Nc1ccc2c(c1)NC(=O)CC2	-6.9
Cn1ccnc1SCC(=O)Nc1cccc2c1C(=O)c1ccccc1C2=O	-1.8
CC(C)CCn1nccc1NC(=O)CN1C(=O)c2ccccc2C1=O	-2.9
O=C1[O][Bi][O]c2ccccc21	1.9
CC(C)C(Cn1ccnc1)NC(=O)c1ccc(-n2cnnc2)cc1 (stereo unspecified)	-3.4
O=S(=O)(N1CCOCC1)N1CCN(c2ncccn2)CC1	-8.1
CN1CC2(CCCN(S(=O)(=O)N(C)Cc3ccccc3)CC2)OC1=O (stereo unspecified)	0.1
CN(Cc1csc(-c2cccs2)n1)c1ccc(-c2nccn2C)nn1	-5.0
CCC(C(=O)NCc1nnc2n1CCC2)n1cc(C(C)=O)c2ccccc21 (stereo unspecified)	1.3
COc1cccc(CC2(CO)CCN(C(=O)[C@@H]3C[C@@H]4C=C[C@H]3C4)CC2)c1	-7.2
O=C(O)C1CN(c2ncccn2)CCN1C(=O)c1nccc2ccccc12 (stereo unspecified)	-6.2
O=C(Nc1ccnn1C1CCN(Cc2cc3ccccc3[nH]2)CC1)c1ccc2c(c1)OCO2	3.4
CC(C)C1CN(C(=O)c2ccon2)CCCN1CC1CC1 (stereo unspecified)	-3.0
CNC(=O)C1CN(Cc2ccc(C#N)cc2)c2ccccc2O1 (stereo unspecified)	-7.2
O=C(CC1CCCC1)NNc1c(Cl)cc(Cl)cc1Cl	-7.0
Cc1ccccc1NC(=O)CC(=O)NCCCc1nc2c(C)c(C)ccc2[nH]1	2.0
COc1ccc(-c2nc(CS(=O)(=O)CC3CCCO3)no2)cc1 (stereo unspecified)	-8.3
Cc1cc2c(=O)c(-c3ccc4ccccc4n3)coc2cc1O	-8.8
O=C(CC(c1ccccc1)c1ccco1)N1CCC(c2ccncc2)CC1 (stereo unspecified)	3.5
O=C(CC1CCCCCC1)N1CCC(n2cc(-c3cccnc3)nn2)CC1	-5.6
CCOC(=O)C1(CC2CC2)CCN(Cc2ccc(C(=O)OC)cc2)CC1	-2.4
CN(Cc1cc(-c2cccs2)n[nH]1)C(=O)c1ccc(=O)n(C)c1	-4.9
O=C(O)C1CN(c2ncccn2)CCN1Cc1cnc[nH]1 (stereo unspecified)	-5.0
CC(NCc1nnc(-c2ccco2)o1)c1ccc(Cl)cc1 (stereo unspecified)	-14.6
O=C(CN1CCN(c2nccc(N3CCCC(O)C3)n2)CC1)N1CCCC1 (stereo unspecified)	-5.8
O=C(O)CC(CC(F)(F)C(F)(F)C(F)(F)F)C(=O)O (stereo unspecified)	-2.3
Cn1nnc(-c2ccc(C(=O)N3CC(c4cccnc4)C3)cc2)n1	-2.3
Cc1cc(C)c2[nH]c(C)c(CC(=O)N(C)C(C)c3ccon3)c2c1 (stereo unspecified)	0.6
Fc1ccc(-n2cnnc2-c2ccccc2Cl)cc1	-7.2
COc1ccccc1OCc1cc(C(=O)N(C)Cc2cc(C)no2)no1	-3.7
Cc1cc(Br)ccc1NC(=O)c1ccccn1	-5.7
COc1ccc(C(C)NC(=O)c2ccc(NC(C)=O)c(C)c2)cc1F (stereo unspecified)	0.6
O=C(COCc1nc2ccc(F)cc2[nH]1)N1CCn2cncc2C1	-5.3
O=C(CN(CCO)Cc1nccs1)NC1CCCCCCC1	-3.9
Cc1cc(C(=O)N2CCC(n3nccc3NC(=O)CCc3ccccc3)CC2)c(C)o1	-4.8
CC(C)(C)c1ccc(C(=O)CSc2n[nH]c(=O)[nH]c2=O)cc1	-3.6
O=C(N[C@H]1COC[C@@H]1N1CCCC1)c1cc(COc2cccc(F)c2)[nH]n1	-4.5
More compounds follow:
SMILES	hcGAS lum
O=C(O)C1CN(c2ncccn2)CCN1C(=O)c1cnc2ccccc2c1 (stereo unspecified)	-6.9
CCCCN=C1NN=C(c2cc(C)n(C3CC3)c2C)CS1	13.5
O=S(=O)(NCc1ccco1)c1cccc(C(F)(F)F)c1	-1.6
CCSc1nc(CC(=O)N(C)Cc2cc3cc(F)ccc3[nH]2)cs1	2.5
Cc1c(NCc2cccnc2)cccc1C(=O)N(C)Cc1nccn1C	-4.2
COc1ncccc1C(=O)N1CCC(CO)(Cc2cccc(C(F)(F)F)c2)CC1	-1.8
COc1ccccc1-c1cc(CNC(=O)C(C)n2cnc3ccccc32)on1 (stereo unspecified)	-6.0
COC(=O)c1ccc(CN2CCC(CO)(CCCc3ccccc3)CC2)cc1	-0.9
COc1ccccc1CCNC(=O)CCCn1nnnc1CN1CCC(C)CC1	-5.4
CC(C(=O)N1CCCCC1)N(C)Cc1nc2ccccc2c(=O)[nH]1 (stereo unspecified)	-5.1
CC1(C)CC(=O)C2=C(C1)N(c1ccc(O)cc1)C(=O)CC2c1ccccc1 (stereo unspecified)	-5.1
Cc1cc(C)c2c(O)csc2n1	2.2
CNC(=O)c1ccc(CNC(=O)Cc2c(C)[nH]c3c(C)ccc(C)c23)o1	-3.4
c1ccc(-c2ncn(Cc3ccco3)c2-c2cccn2-c2ncccn2)cc1	2.0
COc1ccc(C(=O)NC2CC2)cc1OC1CCN(Cc2ccc3nonc3c2)CC1	-0.7
Clc1cncc(Cl)c1CN(Cc1cccnc1)Cc1ccc2c(c1)OCO2	-5.3
CCN(C/C=C/c1ccccc1)C(=O)CCc1cn2ccccc2n1	-0.1
O=C(CCc1ccc(Br)cc1)Nc1cccnn1	-0.3
Cc1cc(C)c2c(n1)sc1c(=O)n(C(C)C(=O)NC3CCCCC3)cnc12 (stereo unspecified)	1.7
CN(CC1COCCO1)C(=O)c1ccccc1OC1CCN(S(C)(=O)=O)CC1 (stereo unspecified)	-4.6
COc1cccc2ccc(N3CCC(O)(c4ccc(C)cn4)CC3)nc12	3.0
CC(=O)Nc1ccc(-c2ccnc3ccccc23)cc1	-5.1
CC1CCN(Cc2nnnn2CCCC(=O)NCCSc2nccn2C)CC1	0.2
Cc1noc(C)c1CNC(C)COc1ccccc1 (stereo unspecified)	-0.5
Cc1ccc(S(=O)(=O)N2CCN(C(=O)c3sc(NC(=O)C4CC4)cc3C)CC2)c(C)c1	3.6
Cc1ccnc(CC(C)N(C)C(=O)c2cc(-c3cnn(C)c3)nc3c(C)cccc23)c1 (stereo unspecified)	-6.7
CCOC(=O)CC(C)NC(=O)c1cnn2ccn(C)c12 (stereo unspecified)	-3.6
CCOc1c(CNCC2CCCO2)cc(Cl)cc1OC (stereo unspecified)	4.1
CC(C)c1cc(C2CCN(C(=O)C[C@@H]3C[C@@H]4C=C[C@H]3C4)CC2)[nH]n1	-5.7
O=C(Nc1ccccc1OCCCc1ccccc1)C1CCOC1 (stereo unspecified)	-4.7
CN(Cc1cn[nH]c1-c1ccc(F)cc1)C(=O)Cc1ccsc1	-6.3
CC(C)c1ccc(C2N=C(N)Nc3nc4cc5c(cc4n32)OCCCO5)cc1 (stereo unspecified)	-2.0
c1ccc(C2CCCN2C2CSCCSC2)nc1 (stereo unspecified)	-5.4
O=C(Nc1ccc2c(c1)CN(C1CCSCC1)CC2)C1CCCO1 (stereo unspecified)	-9.7
Cc1c(C(C)NCC2CC2)cnn1-c1cccc2ccccc12 (stereo unspecified)	-3.2
CCCn1ccnc1-c1nccn1-c1cccc(-c2ccnc(C)n2)c1	-5.8
CCCCC(=O)Nc1ccc(NC(=O)CC2C=CS(=O)(=O)C2)cc1 (stereo unspecified)	1.8
Nc1nnc(CCCNC(=O)C2CCCN(C3CCCCC3)C2)s1 (stereo unspecified)	-6.4
Cc1[nH]cnc1CN(C)Cc1cn[nH]c1-c1ccccc1	-5.6
OCc1ccccc1-c1cc(C(F)(F)F)cc2[nH]cnc12	2.2
COc1ccc(Br)cc1NS(=O)(=O)c1cc(C(=O)O)ccc1Cl	-10.5
COCC1(C(=O)N(Cc2cccc(Cl)c2)CC(C)C)CC1	0.8
Cc1cc(C)n(CC(=O)N2CCCC(CCC(=O)N3CCN(c4ccccn4)CC3)C2)n1 (stereo unspecified)	6.4
Cc1cc(C(=O)N(C)Cc2ncc[nH]2)sc1-c1ccccc1	-4.5
O=C1C(=O)N(CN2CCCC(C(F)(F)F)C2)c2cc(Br)ccc21 (stereo unspecified)	-15.3
COc1ccc(CNC(=O)N(C)CC(=O)Nc2ccc(F)cc2)cc1	-14.1
Cc1ccc2c(Cl)cc(Cl)c(OCc3nc4ccccc4c(=O)[nH]3)c2n1	-8.9
CC(=O)Nc1ccc(-c2nccn2C(C)c2ccc(-n3cncn3)cc2)cc1 (stereo unspecified)	-6.2

21 entries from above, arranged by SMILES length, high to low.
SMILES	hcGAS lum
CC(C)c1cc(C2CCN(C(=O)C[C@@H]3C[C@@H]4C=C[C@H]3C4)CC2)[nH]n1	-5.7
Cc1ccnc(CC(C)N(C)C(=O)c2cc(-c3cnn(C)c3)nc3c(C)cccc23)c1 (stereo unspecified)	-6.7
Cc1cc(C)n(CC(=O)N2CCCC(CCC(=O)N3CCN(c4ccccn4)CC3)C2)n1 (stereo unspecified)	6.4
Cc1cc(C)c2c(n1)sc1c(=O)n(C(C)C(=O)NC3CCCCC3)cnc12 (stereo unspecified)	1.7
Cc1ccc2c(Cl)cc(Cl)c(OCc3nc4ccccc4c(=O)[nH]3)c2n1	-8.9
CC(=O)Nc1ccc(-c2nccn2C(C)c2ccc(-n3cncn3)cc2)cc1 (stereo unspecified)	-6.2
O=C1C(=O)N(CN2CCCC(C(F)(F)F)C2)c2cc(Br)ccc21 (stereo unspecified)	-15.3
CCCCC(=O)Nc1ccc(NC(=O)CC2C=CS(=O)(=O)C2)cc1 (stereo unspecified)	1.8
COc1cccc2ccc(N3CCC(O)(c4ccc(C)cn4)CC3)nc12	3.0
CCCn1ccnc1-c1nccn1-c1cccc(-c2ccnc(C)n2)c1	-5.8
CN(Cc1cn[nH]c1-c1ccc(F)cc1)C(=O)Cc1ccsc1	-6.3
Cc1cc(C(=O)N(C)Cc2ncc[nH]2)sc1-c1ccccc1	-4.5
Nc1nnc(CCCNC(=O)C2CCCN(C3CCCCC3)C2)s1 (stereo unspecified)	-6.4
Cc1[nH]cnc1CN(C)Cc1cn[nH]c1-c1ccccc1	-5.6
CCOC(=O)CC(C)NC(=O)c1cnn2ccn(C)c12 (stereo unspecified)	-3.6
O=C(Nc1ccccc1OCCCc1ccccc1)C1CCOC1 (stereo unspecified)	-4.7
CC(=O)Nc1ccc(-c2ccnc3ccccc23)cc1	-5.1
CCOc1c(CNCC2CCCO2)cc(Cl)cc1OC (stereo unspecified)	4.1
O=C(CCc1ccc(Br)cc1)Nc1cccnn1	-0.3
Cc1noc(C)c1CNC(C)COc1ccccc1 (stereo unspecified)	-0.5
c1ccc(C2CCCN2C2CSCCSC2)nc1 (stereo unspecified)	-5.4

Continued.
SMILES	hcGAS lum
CCCn1ccnc1-c1c(-c2ccccc2)ncn1Cc1c(C)n[nH]c1C	-5.8
Cc1nsc(NC(=O)N2CCCCC2c2nc(C(C)C)no2)n1 (stereo unspecified)	0.4
CCc1nc(C)sc1Cn1cnc(-c2ccccc2)c1-c1ccc(CO)o1	-0.1
Cc1ccc(-n2c(Cl)c(Cl)nc(Cl)c2=O)cc1	-8.5
O=C(NC1CC1)C1CCN(Cc2nc3cc(F)ccc3o2)CC1	-5.3
CC(C)(C)c1cc(Br)c(C(C)(C)C)cc1N	-2.5
Cc1ccccc1-n1ncc(C(C)NC(=O)c2ccccc2N2CCOCC2)c1C (stereo unspecified)	-2.9

Screening data as filed in PubChem BioAssay.
